OX1R antag: antagonists of human orexin 1 receptor; actives 0.43% (n = 330,000); O43613; CHO/OX1R cells, Fluo-8 calcium fluorescence, orexin A; inhibition, % at 5 µM;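 active means inhibition above its plate's threshold, mean inhibition of all tested compounds on the plate plus 3 SD, cut at about 37% in these data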;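 further: 0% = orexin A challenge wells and 100% = SB-334867-A antagonist wells; not every result past the cut was called active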
Target sequence (O43613 whole entry, looked up): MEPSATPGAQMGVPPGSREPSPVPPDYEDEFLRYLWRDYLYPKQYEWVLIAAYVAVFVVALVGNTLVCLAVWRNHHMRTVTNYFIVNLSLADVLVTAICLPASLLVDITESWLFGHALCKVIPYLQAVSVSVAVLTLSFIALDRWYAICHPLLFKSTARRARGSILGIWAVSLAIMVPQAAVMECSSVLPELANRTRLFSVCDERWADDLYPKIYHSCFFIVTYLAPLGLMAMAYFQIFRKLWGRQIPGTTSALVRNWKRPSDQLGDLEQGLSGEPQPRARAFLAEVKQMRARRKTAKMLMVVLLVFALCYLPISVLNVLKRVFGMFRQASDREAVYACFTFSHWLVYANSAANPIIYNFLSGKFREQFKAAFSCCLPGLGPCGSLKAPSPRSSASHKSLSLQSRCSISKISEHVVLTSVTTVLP
CHT allo act: human CHT allosteric activation | CHT-expressing cells, membrane potential dye, choline EC20; hits give high values; LV-AA mutant CHT in HEK293 cells | Q9GZV3 | actives 0.49% (n = 310,000) | AID 488977 | B-score at 10 µM;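 active means initial fluorescence not abnormally high and integrated response B-score, plate-corrected, over 3 SD above library mean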
Target sequence (Q9GZV3 whole entry, looked up): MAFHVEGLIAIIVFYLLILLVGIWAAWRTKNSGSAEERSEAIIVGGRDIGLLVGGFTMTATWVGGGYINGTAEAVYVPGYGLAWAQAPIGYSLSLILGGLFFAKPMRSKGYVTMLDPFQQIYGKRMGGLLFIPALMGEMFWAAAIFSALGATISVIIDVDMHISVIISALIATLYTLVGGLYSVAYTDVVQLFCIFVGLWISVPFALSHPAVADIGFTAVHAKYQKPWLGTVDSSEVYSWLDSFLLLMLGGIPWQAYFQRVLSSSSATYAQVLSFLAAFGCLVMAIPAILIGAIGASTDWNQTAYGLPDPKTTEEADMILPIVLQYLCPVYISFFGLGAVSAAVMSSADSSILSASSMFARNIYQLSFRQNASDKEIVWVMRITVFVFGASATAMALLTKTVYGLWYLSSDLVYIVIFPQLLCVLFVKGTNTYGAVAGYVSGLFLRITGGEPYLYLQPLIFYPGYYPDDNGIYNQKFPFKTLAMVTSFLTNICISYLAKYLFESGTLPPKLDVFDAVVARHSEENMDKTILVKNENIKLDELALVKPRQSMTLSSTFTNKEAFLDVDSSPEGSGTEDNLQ
Active calls of the source: *; i = inactive; . = not tested or not shown.

Order of values: OX1R antag | CHT allo act
> O=C(CS(=O)(=O)c1ccc(F)cc1)Nc1nnc(-c2cccs2)o1
  -15 | i
> O=C(Nc1ncnc2sc3c(c12)CCCCC3)c1ccco1
  -23 | i
> Cc1cc(NC(=O)CSc2nnc(C3CC3)n2-c2ccccc2)no1
  -33 | i
> O=C(N/N=C/C(Br)=C/c1ccccc1)c1ccncc1
  -26 | i
> COc1ccc(C(C)=O)cc1COc1cc(C)c(Cl)c(C)c1
  -39 | i
> CCn1c(SCC(=O)N2CCCC2)nnc1-c1ccc(S(=O)(=O)N2CCCCCC2)cc1
  -13 | i
> Cn1c(=O)c2c(nc(CN3CCN(C(=O)c4ccco4)CC3)n2Cc2cccc(Cl)c2)n(C)c1=O
  -33 | i
> COc1cc(OC)c(NC2=CC(=O)C(=O)c3ccccc32)cc1Cl
  -17 | i
> Cc1cc(C)cc(NC(=S)N2CCC(NC(=O)C3CC3)CC2)c1
  -15 | i
> CCN(CC(=O)NCc1ccc(Cl)cc1)Cc1cc(=O)n2ccsc2n1
  -11 | i
> O=C(Nc1ccc(F)c(Cl)c1)Nc1ccc(Cl)cn1
  -5 | i
> Cc1ccccc1C(=O)c1cccn1CC(=O)NC(C)CCc1ccccc1 (configuration not stated)
  -20 | i
> Cc1cc(C)cc(N(C(=O)c2nsc(Cl)c2Cl)C(C(=O)NC2CCCC2)c2ccc(O)cc2)c1 (configuration not stated)
  -47 | i
> CC(C)c1ccc(C(=O)NCCCN2CCOCC2)cc1
  -7 | i
> O=C(Nc1ccccc1F)C1CCCC1
  1 | i
> COc1cccc(C(=O)/C=C/Nc2ccc(S(=O)(=O)Nc3cc(OC)nc(OC)n3)cc2)c1
  -2 | i
> O=C(NCCO)c1cc2ccccc2c(=O)s1
  -14 | i
> CCCCCNc1nc(-c2ccccc2)cs1
  -19 | i
> O/N=C(\c1ccccc1)c1nccc2ccccc12
  1 | i
> COc1ccc(-c2c(C)cc3oc(=O)cc(-c4ccccc4)c3c2C)cc1
  11 | .
> Cc1ccc(S(=O)(=O)CCC(=O)Nc2nnc(-c3ccc(F)cc3)o2)cc1
  -1 | i
> Cc1ccc(NC(=O)CN(C)CC(=O)Nc2ccccc2Oc2ccccc2)cc1
  -15 | i
> Cc1cccc(N2CCN(C(=O)c3cccc(NC4=NC5CS(=O)(=O)CC5S4)c3)CC2)c1C (configuration not stated)
  -26 | i
> COc1ccc(/C=N/NC(=O)c2cc(-c3ccccc3)nc3ccccc23)c(C(=O)O)c1OC
  -16 | i
> O=C(COc1ccc(F)cc1)Nc1ccc(-n2cnnn2)cc1
  -8 | i
> Cc1ccc(NC(=O)NCc2ccc3[nH]c(C)cc3c2)cc1
  -23 | i
> Cc1oc(S(=O)(=O)N2CCCCC2)cc1NC(=O)Nc1ccccc1
  -12 | i
> COc1ccc(Cc2nn3c(-c4ccccc4OC)nnc3s2)cc1
  -19 | i
> C/C(N)=C(/C#N)C(=O)COC(=O)COc1ccc(Cl)cc1C
  -10 | i
> Cc1c(NC(=S)Nc2ccc(Cl)cc2)c(=O)n(-c2ccccc2)n1C
  -15 | i
> CCOC(=O)c1c(NC(=O)/C=C/C(=O)O)sc(C)c1-c1ccc(C(C)(C)C)cc1
  23 | i
> Cc1ccccc1-n1c(=S)[nH]c2nc3c(cc2c1=O)COC(C)(C)C3
  -16 | i
> CCC(C(=O)NCc1cccc(C)c1)n1nc(C)c2c(C)n(-c3ccccc3)nc2c1=O (configuration not stated)
  -43 | i
> COc1cccc(/C=N/Nc2ncnc3c2[nH]c2ccc(C)cc23)c1OC
  -32 | i
> O=C(C1CCCN(S(=O)(=O)c2ccc(F)cc2)C1)N1CCCCC1 (configuration not stated)
  -20 | i
> CC1Sc2ccc(S(=O)(=O)NCCc3ccc(Cl)cc3)cc2NC1=O (configuration not stated)
  -30 | i
> Cc1ccc(S(=O)(=O)N2CCOCC2)cc1NC(=O)CSc1nc2ccccc2c(=O)n1Cc1ccccc1
  -9 | i
> OCCSc1nncn1/N=C/c1c[nH]c2ccccc12
  -7 | i
> CCCCCOc1ccc(C2C(C(=O)c3ccc(C)o3)=C(O)C(=O)N2c2cc(C)on2)cc1 (configuration not stated)
  -14 | i
> Cc1cccc(-n2cc(C#N)c(=O)[nH]c2=O)n1
  2 | i

In the list so far, these have fluorine.
Order of values: OX1R antag | CHT allo act
> O=C(CS(=O)(=O)c1ccc(F)cc1)Nc1nnc(-c2cccs2)o1
  -15 | i
> O=C(Nc1ccc(F)c(Cl)c1)Nc1ccc(Cl)cn1
  -5 | i
> O=C(Nc1ccccc1F)C1CCCC1
  1 | i
> Cc1ccc(S(=O)(=O)CCC(=O)Nc2nnc(-c3ccc(F)cc3)o2)cc1
  -1 | i
> O=C(COc1ccc(F)cc1)Nc1ccc(-n2cnnn2)cc1
  -8 | i
> O=C(C1CCCN(S(=O)(=O)c2ccc(F)cc2)C1)N1CCCCC1 (configuration not stated)
  -20 | i

The results go on:
Order of values: OX1R antag | CHT allo act
> CC(C)[C@H](NS(=O)(=O)c1ccccc1)C(=O)OCC(=O)Nc1ccc2c(c1)OCO2
  -9 | i
> COc1ccccc1NC(=O)COc1coc(CN2CCN(c3ccccc3)CC2)cc1=O
  -30 | i
> CCN=c1scc(-c2ccc(F)cc2)n1/N=C/c1ccccn1
  -4 | i
> Cc1cc2cc(C)c3nnc(SCC(=O)NCc4ccco4)n3c2cc1C
  -16 | i
> COc1cccc(CN2CCN(c3ncccn3)CC2)c1OC
  -6 | i
> COc1ccc(OC)c(S(=O)(=O)n2cnc3ccccc32)c1
  1 | i
> CN(CC(=O)Nc1ccc(Cl)c(S(=O)(=O)N2CCOCC2)c1)C(=O)c1ccc(C#N)cc1
  -11 | .
> Cc1cccc(NC(=S)NC2CCSc3ccccc32)c1 (configuration not stated)
  10 | i
> CC(C)C[C@H](NC(=O)c1nc[nH]c1C(=O)NC(c1ccccc1)c1ccccc1)C(=O)OCc1ccccc1
  -44 | i
> c1ccc(OCc2nc3ccccc3[nH]2)cc1
  -19 | i
> Cc1nn(C)c(N)c1[N+](=O)[O-]
  -5 | i
> O=C(CC1C(=O)NCCN1Cc1cccc(Oc2ccccc2)c1)NCCc1cscn1 (configuration not stated)
  -14 | i
> CC1=CCC2COC(c3ccc[n+](Cc4ccccc4)c3)C1C2 (configuration not stated)
  -9 | i
> COC(=O)c1ccc(OCC(O)CN2CCN(C(=O)c3ccco3)CC2)cc1 (configuration not stated)
  -4 | i
> COc1cccc(NC(=O)c2ccccc2)c1
  -1 | i
> O=C(CNCC1CCCO1)Nc1ccccc1N1CCOCC1 (configuration not stated)
  -12 | i
> COc1ccccc1C(=O)Nc1ccnn1C1CCN(C/C=C/c2ccccc2)CC1
  -28 | i
> O=C(CN1CCC(C(=O)c2ccc(Cl)cc2)CC1)NC1CCCC1
  -16 | i
> COc1ccccc1CNCC(=O)Nc1cc(S(=O)(=O)N2CCCCC2)ccc1C
  -17 | .
> O=C(OCc1nc2ccsc2c(=O)[nH]1)c1cccc(S(=O)(=O)N2CCOCC2)c1
  -22 | i
> COc1cc(N)c(Cl)cc1C(=O)OCC(=O)N1c2ccccc2NC(=O)C1(C)C
  -4 | .
> CC(=O)Nc1ccc(NC(=O)C2CCCCN2S(=O)(=O)c2ccc(C(C)(C)C)cc2)cc1 (configuration not stated)
  -8 | i
> COC(=O)c1cc(NC(=O)C(C)c2ccc(CC(C)C)cc2)ccc1O (configuration not stated)
  21 | i
> Cc1cccc(NC(=O)CCNC(=O)c2ccc(Br)cc2)c1
  -22 | i
> CSc1cccc(CN(C)C(=O)C2CCC(=O)N(CCCN3CCCC3=O)C2)c1 (configuration not stated)
  -10 | i
> Cc1ccc2c(c1)sc1nc(=O)n(-c3ccccc3)c(=O)n12
  7 | i
> O=C(COC(=O)c1ccc(Br)o1)NCC1CCCCC1
  -14 | .
> CC1=C(C(=O)OCc2ccccc2)C(c2ccsc2)NC(=O)N1C (configuration not stated)
  -20 | i
> Cn1cnc(S(=O)(=O)Nc2ccc(C(F)(F)F)cc2)c1
  -14 | i
> O=C(Nc1ccc(CN2CCOCC2)cc1)c1ccc(Cl)cc1
  -14 | i
> Cc1ccc(-c2cc(C(=O)NCc3ccccn3)c3ccccc3n2)cc1C
  -9 | i
> Cc1occc1C(=O)Nc1cccc(Cn2cccn2)c1
  1 | i
> N#Cc1nc(-c2cccc(Cl)c2)oc1N1CCC(C(N)=O)CC1
  -17 | i
> CC(=O)c1c(C)n(-c2ccccc2)c2ccc(OCC(O)CN3CCOCC3)cc12 (configuration not stated)
  -42 | i
> CCC(C)(C)NS(=O)(=O)c1cc(CN2C(=O)c3cccnc3C2=O)ccc1OC
  -27 | i
> CCCNC(=O)Cn1cnc2sc(C(=O)NCCN(CC)CC)c(C)c2c1=O
  2 | i
> CCOC(=O)Cc1cc(=O)n2[nH]c(-c3ccc(Cl)cc3)cc2n1
  -14 | i
> O=C(NCCCn1ccnc1)/C(=C\c1cccnc1)NC(=O)c1cccc(Br)c1
  -4 | i
> c1ccc(Cc2ccc(OCCn3ccnc3)cc2)cc1
  . | i
> COC(=O)c1ccccc1NC(=O)N1CCc2ccc(NC(=O)c3ccccn3)cc2C1
  -31 | i
> Cc1ccc(C)c(CSC2=NN3CCCC(=O)N=C3S2)c1
  -37 | i
> CC1(CCc2ccc3c(c2)OCO3)NC(=O)c2ccccc2N1 (configuration not stated)
  -4 | i
> Oc1c(Cl)cc(Cl)cc1/C=N/Nc1ncc(Br)cn1
  9 | i
> CSc1ccccc1NC(=O)Cc1ccc(Br)cc1
  -16 | i
> CC(C)C[C@H](NC(=O)c1[nH]cnc1C(=O)N[C@@H](C)C(=O)OC(C)(C)C)C(=O)OC(C)(C)C
  -50 | i
> O=S(=O)(NC1=NCCCCC1)c1ccc(F)cc1
  -14 | i
> Cc1cc(C(=O)OCC(=O)NC(C)c2ccc(F)cc2)c(C)o1 (configuration not stated)
  -5 | .
> Cc1ccsc1C1NC(=O)c2c(sc3c2CCN(C)C3)N1 (configuration not stated)
  -4 | i
> CCCOc1ccc(N2C(=O)CC(SC(=N)N3N=C(c4ccccc4)CC3c3ccccc3)C2=O)cc1 (configuration not stated)
  -6 | i
> CCN(CC)C(=O)C1CCCN(c2ccc([N+](=O)[O-])cc2/C=N/NC(=O)c2cccc(Br)c2)C1 (configuration not stated)
  -15 | i
> CC(C)(C)OC(=O)N1CCC[C@H]1c1nnc(SCc2ccccc2F)o1
  -21 | i
> O=C(O)CSc1ncnc2scc(-c3ccccc3)c12
  -25 | i
> Cc1ccc[n+](C(C)C(=O)c2ccc(-c3ccccc3)cc2)c1 (configuration not stated)
  1 | i
> COc1ccc(CN2CCN(Cc3ccc(C(F)(F)F)cc3)CC2)cc1
  -20 | i
> O=S(=O)(NCCc1ccccn1)c1ccc(-c2ccccn2)s1
  -13 | i
> O=C1NC2=C(C(=O)CCC2)C(c2ccccc2[N+](=O)[O-])N1 (configuration not stated)
  -6 | i
> Cc1nn(Cc2ccc([N+](=O)[O-])cc2)c(=O)n1-c1c(F)cccc1F
  -19 | i
> CCCNC(=S)Nc1ccc(Cl)cc1C
  0 | i
> C=CCNC(=O)Nc1ccc(Br)cc1Cl
  -1 | i
> COc1ccc(N2CCN(C(=S)Nc3cccc(C)c3)CC2)cc1
  -8 | i

Other results:
Order of values: OX1R antag | CHT allo act
> Cc1sc(=NC(=O)c2ccco2)n(C)c1-c1ccccc1
  -11 | i
> Cc1nc2c(-c3ccc(F)cc3)cnn2c2c1CCC2
  1 | i
> O=C(Nc1cccc2ccccc12)c1cnccn1
  -15 | i
> O=C1C2CC=CCC2C(=O)N1CC(=O)N(Cc1ccccc1)C1CCS(=O)(=O)C1 (configuration not stated)
  -10 | i
> Cc1ccc(-c2csc(NC(=O)CN3CCOCC3)n2)cc1
  -19 | i
> CC(C)NC(=O)Nc1cccc2c1O[C@H](CN(C)C(=O)NC(C)C)[C@@H](C)CN([C@H](C)CO)C2=O
  6 | .
> COc1ccc(C(=O)N/C(=C\c2cccc3ccccc23)C(=O)N2CCN(C)CC2)cc1OC
  -39 | i
> Cc1ccc(C)c(S(=O)(=O)Nc2ccc3[nH]c(=O)[nH]c3c2)c1
  -18 | i
> N#Cc1ccccc1Oc1ccc(S(=O)(=O)N2CCCCC2)cn1
  -17 | i
> COc1ccc(C(=O)N2CCCN(C)CC2)cc1S(=O)(=O)N1CCCc2ccccc21
  -24 | i
> C(=N\Nc1nnnn1-c1ccccc1)/c1ccncc1
  -1 | i
> Cc1ccc(NS(=O)(=O)c2ccc(C(=O)NCc3ccc(S(N)(=O)=O)cc3)cc2)cc1
  -3 | .
> COc1ccc(CC(=O)OCC(=O)N2CCCC(C)C2)cc1 (configuration not stated)
  -7 | i
> Cn1c(=O)c2c(ncn2CCC(=O)N/N=C/c2cccnc2)n(C)c1=O
  0 | i
> CCOC(=O)/C(C#N)=c1/s/c(=C2\C=Cc3ccccc3N2CC)c(=O)n1CC
  -15 | i
> O=C(COC(=O)c1cccc(Br)c1)NCCc1ccccc1
  -12 | i
> COCCN(C(=O)CSc1nnc(-c2ccc(Cl)cc2)o1)c1c(N)n(CC(C)C)c(=O)[nH]c1=O
  -5 | i
> NS(=O)(=O)c1cc2c(cc1Cl)NC(CSCc1ccccc1)=NS2(=O)=O
  12 | i
> COc1ccc(-c2nc3ccccn3c2Cl)cc1
  -18 | i
> O=C(Nc1ccccn1)c1ccc(COc2ccccc2Cl)o1
  -1 | i

Of the compounds above, six contain a cyano group.
Order of values: OX1R antag | CHT allo act
> C/C(N)=C(/C#N)C(=O)COC(=O)COc1ccc(Cl)cc1C
  -10 | i
> Cc1cccc(-n2cc(C#N)c(=O)[nH]c2=O)n1
  2 | i
> CN(CC(=O)Nc1ccc(Cl)c(S(=O)(=O)N2CCOCC2)c1)C(=O)c1ccc(C#N)cc1
  -11 | .
> N#Cc1nc(-c2cccc(Cl)c2)oc1N1CCC(C(N)=O)CC1
  -17 | i
> N#Cc1ccccc1Oc1ccc(S(=O)(=O)N2CCCCC2)cn1
  -17 | i
> CCOC(=O)/C(C#N)=c1/s/c(=C2\C=Cc3ccccc3N2CC)c(=O)n1CC
  -15 | i

Bioassay records (PubChem BioAssay)
